FBW7 act: human FBW7 E3 ligase activation, primary screen; Q969H0; AID 1259310; normalized activity (activation), % at 26.1 µM; actives 0.13% (n = 650,000); AlphaScreen FBW7–phospho-cyclin E peptide binding, activator screen; in the data active = normalized activity above about 1.9%;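 note: purified mutant Fbw7 with reduced substrate affinity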
Target sequence (Q969H0 whole entry, looked up): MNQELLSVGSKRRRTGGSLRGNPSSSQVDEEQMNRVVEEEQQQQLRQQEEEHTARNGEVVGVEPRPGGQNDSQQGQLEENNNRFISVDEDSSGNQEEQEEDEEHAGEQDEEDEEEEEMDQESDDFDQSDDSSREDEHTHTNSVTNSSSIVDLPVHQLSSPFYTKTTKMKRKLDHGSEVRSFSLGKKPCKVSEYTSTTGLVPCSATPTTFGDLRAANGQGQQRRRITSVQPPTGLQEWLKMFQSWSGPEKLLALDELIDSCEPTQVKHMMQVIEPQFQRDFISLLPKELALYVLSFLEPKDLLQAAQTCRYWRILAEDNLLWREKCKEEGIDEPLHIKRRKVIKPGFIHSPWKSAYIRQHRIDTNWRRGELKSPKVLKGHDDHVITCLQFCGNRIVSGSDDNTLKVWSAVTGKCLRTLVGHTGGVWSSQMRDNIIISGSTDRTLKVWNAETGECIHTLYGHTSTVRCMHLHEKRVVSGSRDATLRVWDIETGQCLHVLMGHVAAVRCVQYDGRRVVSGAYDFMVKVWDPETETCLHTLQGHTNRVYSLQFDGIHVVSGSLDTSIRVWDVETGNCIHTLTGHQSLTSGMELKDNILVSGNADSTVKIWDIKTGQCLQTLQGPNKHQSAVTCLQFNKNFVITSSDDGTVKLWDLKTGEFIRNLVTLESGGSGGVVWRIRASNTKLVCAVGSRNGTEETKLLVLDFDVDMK
TEAD-YAP inh: TEAD-YAP interaction inhibition | HEK-TIYL cells, TEAD-Gal4/YAP UAS-luciferase luminescence | AID 1259422 | actives 1.4% (n = 640,000) | inhibition, % at 9.12 µM; in the data active = inhibition above about 32%;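 note: 0% = median of test compound wells and 100% = reference inhibitor wells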
MITF primary: human MITF inhibition, primary screen | AlphaScreen MITF homodimerization, bead proximity signal | inhibition, % at 2.6 µM | actives 0.91% (n = 650,000); in the data active = inhibition above about 50%;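 note: 0% = vehicle wells with protein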
GPR151 activ: human GPR151 activation | Q8TDV0 | PathHunter beta-arrestin GPR151 cells, luminescence | activation, % at 11.2 µM | actives 1% (n = 650,000) | AID 1508602; in the data active = activation above about 4.9%;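 note: 0% = median of compound wells and 100% = cells with positive control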
Target sequence (Q8TDV0 whole entry, looked up): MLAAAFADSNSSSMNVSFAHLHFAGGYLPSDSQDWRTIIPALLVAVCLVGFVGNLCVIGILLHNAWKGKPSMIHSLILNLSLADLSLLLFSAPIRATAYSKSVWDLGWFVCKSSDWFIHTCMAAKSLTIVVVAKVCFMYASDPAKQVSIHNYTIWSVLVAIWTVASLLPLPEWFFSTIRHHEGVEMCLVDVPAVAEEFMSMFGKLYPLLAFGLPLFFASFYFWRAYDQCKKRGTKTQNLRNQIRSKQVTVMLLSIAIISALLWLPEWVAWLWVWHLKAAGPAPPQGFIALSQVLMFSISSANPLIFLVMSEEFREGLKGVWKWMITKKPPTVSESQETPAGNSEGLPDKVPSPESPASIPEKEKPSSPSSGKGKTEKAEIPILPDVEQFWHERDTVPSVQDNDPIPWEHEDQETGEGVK
Starred values were filed as active, the others as inactive.

SMILES	FBW7 act	TEAD-YAP inh	MITF primary	GPR151 activ
O=C(O)c1cccc2c1NC(c1cccc3ccccc13)C1CC=CC21 (stereo not drawn)	-0.2	6	14	0.4
FC(F)(F)c1cc(-c2cccs2)nc2cc(-c3ccccc3)nn12	0.0	-1	-4	0.6
CC(=O)c1cccc(NC(=O)c2cc(-c3cccnc3)on2)c1	0.2	1	11	-0.2
CC1CC(C)CN(C(=O)CSc2nnc(-c3ccc(Cl)cc3)o2)C1 (stereo not drawn)	0.0	8	1	-0.5
COc1ccc2c(c1)OC(C)CN(C(=O)c1c(-c3ccccc3)noc1C)C2 (stereo not drawn)	-0.3	6	-2	-0.7
COc1ccc(Cc2nc(-c3ccccc3)no2)cc1OC	0.0	-15	-2	1.5
Cc1ccc(NC(=O)C(=O)NCCC2CCCCN2S(=O)(=O)c2cccs2)c(C)c1 (stereo not drawn)	-0.1	3	4	1.4
Cc1ccc(NC(=O)C/C(N)=N/OC(=O)Nc2cccc(C)c2)cc1	0.1	-29	-2	-0.7
N#CC1(C#N)[C@H](c2cccnc2)[C@@H](C(=O)c2ccccc2)N2C=Cc3ccccc3[C@@H]21	-0.2	-32	-1	-1.9
Nc1ccc2c(c1)ncn2CCc1ccccc1	-0.3	-2	-6	0.0
CCOc1cc(/C=C2\SC(N)=NC2=O)cc(I)c1OCC	0.0	4	10	0.0
CCN(C(=O)c1ccnc(C(C)(C)C)c1)c1ccccc1	0.4	5	23	1.5
CC(=O)CSc1nnc(-c2ccc(N(C)C)cc2)n1C	-0.1	-1	10	-0.7
NC(=O)c1ccccc1NC(=O)c1cc2c(n(-c3ccccc3)c1=O)CCCC2=O	0.0	3	3	-0.8
COc1ccc(C(=O)C(C)OC(=O)C(C)N2C(=O)c3ccccc3C2=O)cc1 (stereo not drawn)	0.1	-1	-1	0.1
COc1ccc(-c2nnc3s/c(=C/c4ccccc4)c(=O)n23)cc1	-0.1	-9	6	-0.6
COc1cc(Nc2nc(N3CCOCC3)nc3c2ncn3-c2ccsc2)cc(OC)c1OC	-0.1	-3	16	0.0
Cn1cc(C(=O)NNC(=O)NC23CC4CC(CC(C4)C2)C3)c2ccccc21	0.1	4	23	0.6
CC(=O)Nc1ccccc1SC(F)(F)F	0.1	-5	10	0.9
O=C(CN1C(=O)c2cccc([N+](=O)[O-])c2C1=O)OCc1ccc(Cl)cc1	0.6	-1	2	7.3*
Cc1cccc(OCC(=O)Nc2ccc(C)c(C)c2)c1	0.1	-14	2	-0.1
COc1ccc(CN2CCC(CNC(=O)c3c(F)cccc3F)CC2)cc1	-0.1	-4	-10	0.7
Cc1ccc2nc(-c3ccncc3)cc(C(=O)Nc3ccc4c(c3)OCCO4)c2c1	0.5	43*	6	2.6
O=[N+]([O-])c1c(Nc2ccccc2Cl)ccc2nonc12	0.0	-1	1	3.3
Cc1cccc(OCc2nnc3sc(-c4ccccc4)nn23)c1	-0.2	-2	7	-1.3

Looked up above:
For TEAD-YAP inh, O=C(CN1C(=O)c2cccc([N+](=O)[O-])c2C1=O)OCc1ccc(Cl)cc1 is listed with -1
For FBW7 act, O=[N+]([O-])c1c(Nc2ccccc2Cl)ccc2nonc12 is listed with 0.0
For TEAD-YAP inh, COc1ccc(-c2nnc3s/c(=C/c4ccccc4)c(=O)n23)cc1 is listed with -9
For MITF primary, Cc1ccc(NC(=O)C(=O)NCCC2CCCCN2S(=O)(=O)c2cccs2)c(C)c1 (stereo not drawn) is listed with 4

Reformatted with two lines to a compound: part of the list above.
Results follow in this order: FBW7 act | TEAD-YAP inh | MITF primary | GPR151 activ
COc1ccc(Cc2nc(-c3ccccc3)no2)cc1OC
  0.0 | -15 | -2 | 1.5
NC(=O)c1ccccc1NC(=O)c1cc2c(n(-c3ccccc3)c1=O)CCCC2=O
  0.0 | 3 | 3 | -0.8
CC(=O)c1cccc(NC(=O)c2cc(-c3cccnc3)on2)c1
  0.2 | 1 | 11 | -0.2
Cc1cccc(OCC(=O)Nc2ccc(C)c(C)c2)c1
  0.1 | -14 | 2 | -0.1
Cc1cccc(OCc2nnc3sc(-c4ccccc4)nn23)c1
  -0.2 | -2 | 7 | -1.3
Nc1ccc2c(c1)ncn2CCc1ccccc1
  -0.3 | -2 | -6 | 0.0
COc1ccc(-c2nnc3s/c(=C/c4ccccc4)c(=O)n23)cc1
  -0.1 | -9 | 6 | -0.6

Continued:
SMILES	FBW7 act	TEAD-YAP inh	MITF primary	GPR151 activ
COc1ccc(Cl)cc1NC(=O)CN(c1ccccc1F)S(C)(=O)=O	0.0	3	-25	-1.0
CC(C)N1CC=C2C(C1)C(c1ccccc1Cl)C(C#N)=C(N)C2(C#N)C#N (stereo not drawn)	-0.1	-6	-4	2.0
O=S(=O)(NCC(c1ccc2c(c1)OCO2)N1CCN(c2ccccc2F)CC1)c1cccs1 (stereo not drawn)	-0.1	4	3	-1.6
CCOC(=O)Cc1ccc(N(Cc2ccc(Cl)cc2)S(=O)(=O)c2cccc(C(F)(F)F)c2)cc1	0.5	-25	1	0.6
CCCOCCOC(=O)C1=C(C)NC2=C(C(=O)CC(C)(C)C2)C1c1cccc(OC)c1OC (stereo not drawn)	-0.1	4	7	-1.3
N#CC1=C(N)N(c2sc3c(c2C#N)CCCC3)C2=C(C(=O)CCC2)C1c1ccc(Br)cc1 (stereo not drawn)	0.0	-5	7	2.6
CCc1ccc(C(=O)COC(=O)CNC(=O)C23CC4CC(CC(C4)C2)C3)cc1	0.1	-8	12	1.7
CCOC(=O)C(C)n1nc(C)c2sc3ccccc3c2c1=O (stereo not drawn)	1.0	2	10	-0.2
c1ccc2[nH]c(CNc3nc(-c4ccc(N5CCOCC5)nc4)nc4c3ncn4-c3ccsc3)nc2c1	23*	82*	4	1.8
CC(=O)c1cccc(NC(=O)CN(C)S(=O)(=O)c2ccc3c(c2)C(C)(C)C(=O)N3C)c1	-0.1	-7	16	-0.4
CSc1ccccc1NC(=O)NC1(C(F)(F)F)Oc2ccccc2O1	-0.1	-18	3	-1.1
Cc1cc(SCC(=O)NC(C)(C#N)C2CC2)nc2ccccc12 (stereo not drawn)	0.1	-2	-9	1.9
COc1ccc(C(=O)C[n+]2cccc(Br)c2)cc1	-0.1	-5	-6	0.2
CCc1nc(SCC(=O)N2CCCc3ccccc32)n[nH]1	-0.3	6	-8	-0.3
O=C(c1ccc(Br)cc1)N1CCN(C/C=C/c2ccccc2)CC1	-0.1	2	-5	0.0
CCOC(=O)c1sc(NC(=O)CSc2nnc(CNC(=O)c3ccc(C)c(C)c3)n2-c2cccc(C)c2)c(C(=O)OCC)c1C	0.2	13	10	-1.0
O=C(N/C(=C/c1ccco1)C(=O)N1CCCCC1)c1ccco1	0.5	2	26	-1.5
Cc1cccc(NC(=O)CSc2nnc(NC(=O)CN3CCOCC3)s2)c1	0.1	11	10	-0.8
COC(=O)Nc1nnc(-c2ccncc2)s1	-0.1	4	-9	-2.4
CC(NC(=O)NC1CCCCC1)c1nc(-c2cccnc2)n[nH]1 (stereo not drawn)	0.5	8	17	0.7
Cc1ccc(OC(=O)c2ccco2)c(-n2nc3ccccc3n2)c1	0.0	-46	-5	-6.8
CC(Oc1ccccc1F)C(=O)N1CCN(Cc2ccccc2)CC1 (stereo not drawn)	0.1	8	-11	-0.3
COc1cc(Cl)c(C)cc1NC(=O)c1oc(=O)c2ccccc2c1-c1ccccc1	0.1	-1	1	0.9
O=C(c1cc(=O)c(OCc2ccccc2)co1)N1CCN(c2ccccn2)CC1	-0.1	12	-8	1.1
CCCN1CCN(C(=O)c2c(C)n(CC3COc4ccccc4O3)c(C)cc2=O)CC1 (stereo not drawn)	0.2	-7	5	-0.4
Later entries.
SMILES	FBW7 act	TEAD-YAP inh	MITF primary	GPR151 activ
CC(=O)N1CCOc2cc(S(=O)(=O)N3CCCC(C)C3)c(Cl)cc21 (stereo not drawn)	0.1	12	3	-1.0
CCCn1cnc2sc(C(=O)Oc3ccc(F)cc3)c(C)c2c1=O	0.2	14	9	0.3
Cc1ccccc1C(=O)NNC(=O)c1ccccc1Br	0.0	-10	0	-1.1
C=C(C)CNC(=S)NNC(=O)COc1ccc(Cl)cc1Cl	-0.1	3	4	0.3
FC(F)(F)c1cccc(CNc2nc(N3CCC(N4CCOCC4)CC3)nc3c2ncn3C2CCCCC2)c1	-0.1	0	9	3.8
CCC(C)NC(=O)Cn1nc([N+](=O)[O-])c(Cl)c1C (stereo not drawn)	-0.1	8	8	-0.1
Cc1ccc(S(=O)(=O)Cn2nnnc2C(C(C)C)N2CCN(C3CCCC3)CC2)cc1 (stereo not drawn)	1.8	8	4	0.1
COc1ccc(-c2nnc(SCc3c(C)noc3C)n2C(C)C)cc1	0.1	9	1	2.2
COc1ccc([C@@H]2CCN(C(=O)Cc3ccc(-n4cnnn4)cc3)C[C@H]2O)cc1	0.0	11	4	1.7
CSc1nc(C)cc(C)c1C#N	0.0	4	-8	-1.4
COc1cc(C2C(C(=O)OCC(C)C)=C(C)NC3=C2C(=O)CC(c2ccccc2)C3)cc(Br)c1O (stereo not drawn)	0.3	9	0	-0.5
CC(=O)Nc1ccc2c(c1)nc1n2CCN(C(C)c2ccccc2)C1 (stereo not drawn)	0.1	15	12	0.0
Cc1cccn2c(=O)c3cc(C(=O)NCc4ccc(Cl)cc4)n(C)c3nc12	-0.2	0	-15	-0.8
O=C(Nc1cccc(-c2nc3cccnc3s2)c1)c1ccco1	0.8	-9	12	-0.3
Cc1c(OC(=O)c2cccs2)ccc2c3c(c(=O)oc12)CCC3	0.0	-1	2	-0.6
Cc1ccc(N2CC(NC(=O)Nc3ccncc3)CC2=O)cc1 (stereo not drawn)	0.8	-2	7	0.2
CC/C(=N\O)C(=O)c1ccc(Br)cc1	0.0	-2	14	0.5
CCn1c2ccccc2c2cc(CN3CCN(Cc4ccc(OC)c(OC)c4OC)CC3)ccc21	-0.2	-3	42	-1.2
Cc1ccc(NC(=O)CSc2nccn2C)cc1C	0.3	-37	8	0.0
CC(C)S(=O)(=O)c1ccc(-c2ccnc(Nc3ccc(S(N)(=O)=O)cc3)n2)cc1	0.1	2	-11	-0.5
O=C(NCc1ccco1)/C(=C\c1ccco1)NC(=O)c1ccccc1Br	-0.1	-5	5	2.5
COC(=O)C1CCN(C(=O)C(C)(C)C)CC1	0.0	2	2	0.3
CC(C)(C)C1CCC(C(=O)OCC(=O)NCc2ccc3c(c2)OCO3)CC1 (stereo not drawn)	0.1	6	6	1.9
COc1ccc(C2C(C#N)=C(N)Oc3c2sc2ccccc32)cc1OC (stereo not drawn)	0.1	56*	8	1.6
COc1ccc(NC(=O)CSc2nnc(-c3ccc(Cl)cc3)o2)c([N+](=O)[O-])c1	-0.1	9	10	2.6

Next part; it opens with the two that closed the last part.
SMILES	FBW7 act	TEAD-YAP inh	MITF primary	GPR151 activ
COc1ccc(C2C(C#N)=C(N)Oc3c2sc2ccccc32)cc1OC (stereo not drawn)	0.1	56*	8	1.6
COc1ccc(NC(=O)CSc2nnc(-c3ccc(Cl)cc3)o2)c([N+](=O)[O-])c1	-0.1	9	10	2.6
Cc1cccc(NC(=O)CCC(=O)O)n1	0.1	-9	-11	-0.5
Cn1c(=O)c([N+](=O)[O-])c(O)c2ccccc21	-0.2	9	-14	-1.5
Cc1c(C(=O)Nc2ccc3c(c2)OCCO3)sc2ncn(CC(=O)N3CCCCC3)c(=O)c12	-0.2	-10	3	-0.6
COc1ccc(S(=O)(=O)N2CCN(Cc3ccccc3)CC2)cc1Br	0.3	6	11	-1.1
COc1ccc(CCN(C)C2CCCN(C(=O)CCC(F)(F)F)C2)cc1OC (stereo not drawn)	0.0	1	-16	0.9
C=CCNC(=O)c1ccc2c(=O)n(Cc3ccco3)c(=S)[nH]c2c1	1.1	5	12	0.5
CCOC(=O)C1=C(C)NC(C)=C(C(=O)OCC)C1C(=O)OCC(=O)Nc1cccc(C)c1	0.1	7	-1	-1.7
Cc1ccn2c(C(=O)NCc3ccc(Cl)nc3)c(-c3ccccc3)nc2c1	0.0	-26	6	-0.9
COc1ccc(C2CC(C(F)(F)F)n3nc(C(=O)Nc4cc(Cl)cc(Cl)c4)cc3N2)cc1 (stereo not drawn)	0.1	11	27	0.3
Cc1ccccc1-n1c(N)c(C(=O)Nc2ccc(F)cc2)sc1=S	-0.2	-22	1	-0.3
CC1CCN(c2nc3c(c(=O)n(C)c(=O)n3C)n2Cc2cccc(Cl)c2)CC1	-0.1	-4	-1	0.7
CC(=O)c1cccc(NC(=O)Cn2nc(-c3ccc(Cl)cc3)ccc2=O)c1	0.2	13	10	0.4
CCN(CC)C(=S)Oc1ccc([N+](=O)[O-])cc1	0.2	-1	10	0.0
CCN1CCN(CC(=O)N2CCc3ccccc32)C(=O)C1=O	-0.2	2	0	-2.3
Cc1sc2ncn(CC(=O)N3CCCCCC3)c(=O)c2c1S(=O)(=O)N1CCOCC1	-0.1	1	1	1.5
COc1ccc(-c2nnc(NC(=O)CSc3ccc(F)cc3)o2)c(OC)c1	-0.6	-16	3	-1.2
Cc1cccc(N=Cc2c(O)n(-c3ccccc3F)c(=O)[nH]c2=O)c1	0.1	0	9	1.8
COc1ccc(OC)c(N2C(N)=C(C#N)C(c3cc(OC)c(OC)c(OC)c3)C3=C2CC(C)(C)CC3=O)c1 (stereo not drawn)	0.0	4	-2	0.5
O=C(NCCCOc1ccc(OCCCNC(=O)c2ccco2)cc1)c1ccco1	-0.1	1	7	0.9
O/N=C/c1cn(-c2ccccc2)nc1-c1ccncc1	0.3	4	10	0.1
CC(=O)c1c(CSCc2ccccc2)oc2ccc(O)c(CN(C)C)c12	-0.2	14	6	-1.7
COCCCN1C(=O)C2C(C(=O)Nc3ccc(C)c(Cl)c3)C3C=CC2(O3)C1C(=O)NC1CCCC(C)C1C (stereo not drawn)	0.4	7	0	1.3
COc1ccc(C2Oc3ccccc3C3=C2C(c2ccc(OC)cc2)n2ncnc2N3)cc1 (stereo not drawn)	-0.1	5	10	1.3
